SIAH1 antagonists: blockers of Siah-1 interaction with plectin peptide – biochemical, fluorescence polarization, rhodamine-plectin, uHTS, primary screen (AID 1817); Siah-1 / rhodamine-plectin peptide fluorescence polarization; higher % means a stronger effect; displacement, % at 20 µM, or IC50 in µM where a hit was titrated; 290,000 tested, 0.02% active;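 active means displacement of at least 50% at 20 µM, with a fluorescence ratio check between 0.3 and a set limit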;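 further: plate controls were Siah plus tracer with DMSO for no effect and tracer alone without Siah for full effect; strong numbers were not always called active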
AID2073: disruptors of CaV2.2 binding to Mint1 – biochemical, HTRF (AID 2073). 290,000 tested, 0.19% active. inhibition, % at 20 µM; hits with a dose series show IC50 in µM. HTRF protein-protein interaction, Mint1-CaV2.2; higher % means a stronger effect; in the data active means inhibition mostly above about 51%, no sharp cut-off; inconclusive means no clear call, values can overlap the other calls; inactive means mostly below about 53%; further: some results filed as inactive read as strong as hits
LYP phosphatase: PTPN22 lymphoid phosphatase activity blockers – biochemical, fluorescence intensity, uHTS (AID 1779). one-dose inhibition, % at 11.5 µM; IC50 in µM for titrated hits. recombinant LYP phosphatase, fluorescence intensity; higher % means a stronger effect. 290,000 tested, 0.054% active; in the data active means inhibition above about 50%;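 further: plate controls were vehicle with enzyme for no effect and no enzyme for full effect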
Numbers without * were called inactive; u = inconclusive.

Order of values: SIAH1 antagonists, AID2073, LYP phosphatase
> COc1cccc(CNC(=O)N2CCN(c3ccccc3)CC2)c1
→ 9%, 2%, -10%
> COc1ccc(/C=C2/C(=O)N(c3cccc(F)c3)N=C2C)c(OC)c1
→ 6%, -2%, -1%
> COc1ccc(N2C(=NC(=O)C(C)Oc3ccccc3)SC3CS(=O)(=O)CC32)cc1 (configuration not stated)
→ 6%, 3%, -11%
> O=S(=O)(O)c1ccc(N=NNc2ccc(Br)cc2)cc1
→ 5%, 9%, 1%
> COc1ccc2[nH]c(CN3CCN(CC=C(C)C)C(CCO)C3)c(C)c2c1 (configuration not stated)
→ -10%, 5%, -7%
> CCCCN(C(=O)NCCCCCCNC(=O)N(CCCC)C1CCS(=O)(=O)C1)C1CCS(=O)(=O)C1 (configuration not stated)
→ 8%, 4%, -4%
> CCC1CCCCN1C(=O)c1ccc(OC2CCN(C(=O)CCOC)CC2)cc1 (configuration not stated)
→ -4%, 10%, -4%
> CCOC(=O)C1CCN(Cc2ccc(OCc3ccccc3)c(OC)c2)CC1
→ 3%, 13%, -8%
> O=C(O)CN(CCc1ccccc1)S(=O)(=O)c1ccccc1
→ -2%, -2%, -6%
> O=C(NCCc1ccccc1)c1nc(CS(=O)(=O)c2ccc(Cl)cc2)no1
→ -2%, 6%, 4%
> CCCCOc1ccc(C2=CSC3=NCCN23)cc1[N+](=O)[O-]
→ 2%, 2%, -2%
> CC(=O)Oc1ccc(-c2ccc(C(=O)NCCc3ccc(S(N)(=O)=O)cc3)cc2)cc1
→ 7%, 11µM*, -6%
> Cc1ccc(NC(=O)CSc2nc3c(c(=O)[nH]2)CCCC3)cc1C
→ -4%, 2%, -11%
> N=c1oc2ccc(Cl)cc2cc1C(=O)Nc1ccc(F)cc1
→ 2%, -5%, -7%
> CCOC(=O)N1CCN(C(=O)COC(=O)c2oc3ccc(OC)cc3c2C)CC1
→ 4%, 20%, 4%
> CCc1ccc(C(=O)Nc2ccc3nc(C)ccc3c2)cc1
→ -2%, 4%, -5%
> Cc1c(CCC(=O)O)c(=O)oc2cc3occ(-c4ccc(Cl)cc4)c3cc12
→ 0%, 17%, 1%
> O=S(=O)(NCCc1ccccc1)c1ccc(Br)cc1
→ -3%, 15%, -4%
> CN(C)CCCNc1oc(-c2ccccc2Cl)nc1S(=O)(=O)c1ccc(F)cc1
→ -6%, 18%, -12%
> CCN1CCN(CC(=O)Nc2ccc(S(=O)(=O)N3C(C)CCCC3C)cc2)CC1 (configuration not stated)
→ -3%, 36%, -3%

Compound profiles, from the list above. Values in the order: SIAH1 antagonists | AID2073 | LYP phosphatase
`CCOC(=O)C1CCN(Cc2ccc(OCc3ccccc3)c(OC)c2)CC1` is listed as 3% | 13% | -8%
`O=C(NCCc1ccccc1)c1nc(CS(=O)(=O)c2ccc(Cl)cc2)no1` is listed as -2% | 6% | 4%
`CN(C)CCCNc1oc(-c2ccccc2Cl)nc1S(=O)(=O)c1ccc(F)cc1` is listed as -6% | 18% | -12%
`O=C(O)CN(CCc1ccccc1)S(=O)(=O)c1ccccc1` is listed as -2% | -2% | -6%

(cont.)
Order of values: SIAH1 antagonists, AID2073, LYP phosphatase
> Cc1ccc2c(=O)cc(C(=O)Nc3ccc(S(=O)(=O)Nc4onc(C)c4C)cc3)oc2c1
→ -4%, 8%, -12%
> CCOc1ccc(N(CC(=O)NCc2ccccc2C)S(C)(=O)=O)cc1
→ 0%, 3%, -5%
> CCOC(=O)CSc1nnc(-c2c[nH]c3ccccc23)o1
→ -1%, 9%, -2%
> Cc1nc(C)c(-c2ccc(SCc3ccccc3C)nn2)s1
→ 7%, -2%, 1%
> Cc1ccccc1OCC(=O)NCCCNC(=O)c1ccco1
→ -1%, 15%, -1%
> CN(C(=S)NC(=O)c1ccccc1)C1CCCCC1
→ 0%, -7%, 0%
> COc1cc(OC)c(NC(=O)N2CCOCC2)cc1Cl
→ -4%, -5%, -6%
> CC(Sc1ccccc1)C(=O)NCCc1ccccc1 (configuration not stated)
→ 1%, 6%, -10%
> O=C(COc1ccc2c3c(c(=O)oc2c1)CCCC3)N1CCN(c2ccc(F)cc2)CC1
→ 5%, 16%, 0%
> CCCNC(=O)C1CCN(S(=O)(=O)c2ccc3[nH]c(=O)ccc3c2)CC1
→ -1%, -2%, -9%
> CCOC(=O)C1=C(N)Oc2ccc3ccccc3c2C1c1ccc(O)c(OC)c1 (configuration not stated)
→ -3%, 7%, -7%
> O=C(COc1ccc(F)cc1)Nc1nnc(C2CCCCC2)s1
→ 9%, 10%, -9%
> CCOC(=O)C1CCN(Cc2cccc(Oc3ccc(Cl)cc3)c2)CC1
→ 3%, -4%, -11%
> COc1ccccc1CN1CC(C(=O)NCc2cc(C)on2)CCC1=O (configuration not stated)
→ 3%, 4%, 1%
> Cc1cccc(NC(=O)CSc2nccn2Cc2ccco2)c1C
→ 1%, 4%, -7%
> O=S(=O)(c1cc(Br)ccc1Br)N1CCCCCC1
→ 0%, 1%, 14%
> CC(=O)Nc1ccc(S(=O)(=O)NNC(=O)NC23CC4CC(CC(C4)C2)C3)cc1
→ -2%, 0%, 1%
> Cc1ccc(/C=N/NC(=O)c2nnn(-c3nonc3N)c2CN(C)C)s1
→ -9%, 14%, -3%
> COc1ccc(-c2nnn(Cc3ccccc3)n2)cc1OC
→ 12%, -2%, -6%
> CCOC(=O)c1c(C)[nH]c(C)c1S(=O)(=O)N(C)CC(=O)Nc1ccccc1C
→ -7%, 11%, -18%
> CCOc1cc(/C=C\c2nc(O)c([N+](=O)[O-])c(=O)[nH]2)ccc1OC(C)C
→ 2%, 34%, 3%
> Nc1c(/C=C2\C=Nc3ccccc32)c(=O)nc2sc(CC(=O)N3CCOCC3)nn12
→ -9%, 10%, -6%
> CCOCCCNC(=O)C1c2ccccc2Oc2ccccc21
→ 2%, 18%, -7%
> CCCC[C@H]1COCCS(=O)(=O)N1Cc1cccc(Cl)c1
→ -2%, -6%, -1%
> CCc1cc(=O)oc2c(CNCc3c(F)cccc3Cl)c(O)ccc12
→ 0%, 31%, -39%
> Cc1ccc(S(=O)(=O)N(CC(=O)Nc2cccnc2)c2cccc(Br)c2)cc1
→ 2%, 3%, -8%
> CCN(CC)C(=O)c1ccc(-c2nnc(Nc3ccc(C(=O)N(C)C)cc3)c3ccccc23)cc1
→ 4%, 11%, 4%
> O=C(O)c1c2c(nc3ccc(S(=O)(=O)N4CCC(C(=O)NCc5ccccc5Cl)CC4)cc13)CCCC2
→ 2%, 18%, -9%
> COc1ccc(N2CCN(CC(=O)c3ccc(O)cc3O)CC2)cc1
→ -4%, -1%, -12%
> C=Cc1ccc(Cn2c(=O)n(CCCOC)c(=O)c3sccc32)cc1
→ 3%, 24%, -6%
> COc1cc2c(cc1OC)/C(=C/C(=O)c1ccc(OC)c([N+](=O)[O-])c1)NCC2
→ 0%, 17%, -10%
> C[C@@H](CN=[N+]=[N-])CN1CC[C@H](C(C)(C)C)CCC1=O
→ 0%, 3%, 0%
> COc1ccc(C(C(=O)NCC2CCCO2)N(Cc2ccccc2)C(=O)CNC(=O)c2ccco2)cc1OC (configuration not stated)
→ 3%, 2%, 0%
> Cc1ccccc1C(=O)Nc1nnc(S(=O)(=O)N2CCCCC2)s1
→ 2%, 7%, -7%
> COc1ccc2oc(=O)c(C(=O)NC3CCCCCC3)cc2c1
→ -7%, 22%, -7%
> O=C(O)c1cc(N2C(=O)CCC2=O)ccc1Cl
→ -1%, 2%, -12%
> CCn1c(=O)n(CC)c2cc(N3CCCC3)c(NC(=O)c3ccccc3Br)cc21
→ 0%, -18%, -8%
> Cc1cc(C(=O)NNC(=O)c2cccs2)nn1C(C)(C)C
→ 3%, 9%, -11%
> O=C(Cn1ccc([N+](=O)[O-])n1)NCC1CCCO1 (configuration not stated)
→ 0%, 0%, -10%
> Cc1nnc(NC(=O)CSc2nnc(C)c(=O)n2N)s1
→ -2%, -8%, -5%
> CC1Cc2ccccc2N1C(=O)CSc1nnc(N)s1 (configuration not stated)
→ -8%, 13%, -5%
> CCn1cc(C(=O)N[C@@H](CCSC)C(=O)NCCCN2CCOCC2)c(=O)c2cc3c(cc21)OCO3
→ 0%, 9%, -7%
> C[C@H]1C(=O)N(C)CCN1C(=O)c1cccc(OC2CCN(CC(C)(C)C)CC2)c1
→ 2%, -4%, -10%
> CCOc1ccc(CCNC(=O)c2ccc(F)c(S(=O)(=O)N3CCOCC3)c2)cc1OCC
→ 5%, -1%, -9%
> COc1cccc2cc(CC(=O)c3ccc(C)cc3C)c(=O)oc12
→ 6%, -4%, 2%
> Cc1onc(-c2c(F)cccc2Cl)c1C(=O)NC(C)c1ccccc1 (configuration not stated)
→ 1%, 10%, -5%
> COc1ccccc1NC(=S)NCc1ccccc1Cl
→ 4%, 8%, -5%
> O=c1cc2c(n[nH]1)-c1ccccc1CC2
→ 6%, 3%, -2%
> COc1ccc(S(=O)(=O)Nc2cccc(-c3ccc(N4CCCCCC4)nn3)c2)c(OC)c1
→ -3%, 12%, 10%
> O=C(Cc1ccccc1)NCC(=O)N/N=C/c1cccs1
→ 6%, 8%, -4%

The list continues.
Order of values: SIAH1 antagonists, AID2073, LYP phosphatase
> CCN(CC)CCN(C(=O)c1cc2ccccc2cc1OC)c1nc2ccc(OC)cc2s1
→ -4%, u, -10%
> COc1cccc(NC(=O)COc2ccccc2)c1
→ 2%, -3%, -10%
> CS(=O)(=O)Nc1ccc(C(=O)Nc2ccccc2-c2ccccc2)cc1
→ 4%, 18%, -7%
> COc1ccc(/C=C(\NC(=O)c2ccc([N+](=O)[O-])cc2)C(=O)NCCN2CCOCC2)cc1
→ 0%, 8%, 0%
> Nn1c(C2CCC2)nc2ccccc2c1=O
→ 12%, 4%, -9%
> CCn1c(=O)n(CC)c2cc(NC(=O)c3ccccc3Cl)ccc21
→ 4%, 8%, -11%
> COc1ccccc1N1CCN(C2CC(=O)N(c3ccccc3)C2=O)CC1 (configuration not stated)
→ 16%, 13%, -7%
> CCn1c(SCC(=O)NC2CC2)nnc1-c1ccc(F)cc1
→ -1%, 7%, -8%
> CCCOC(=O)Cn1cnc2scc(-c3ccc(C)cc3)c2c1=O
→ 2%, 12%, -8%
> Cc1ccnc(NC(=O)c2ccccc2NC(=O)c2ccc(Cl)cc2Cl)c1
→ 3%, 9%, 0%
> O=C(Cn1ccc2cc(S(=O)(=O)N3CCCC3)ccc21)NCc1ccco1
→ 6%, -2%, -9%
> CN(Cc1ccc2ccccc2c1)C(=O)c1ccc(C(F)(F)F)cc1
→ 2%, 2%, 1%
> COC(=O)c1ccccc1S(=O)(=O)N1CCC(NC(=O)C(Cc2cccc(OC)c2OC)NC(C)=O)CC1 (configuration not stated)
→ 3%, 7%, -3%
> CCn1cc(CN2CCN(CC(C)(C)C)C(CCO)C2)c2ccccc21 (configuration not stated)
→ 2%, 3%, -6%
> O=C(NCc1cccnc1)C1CCCN1S(=O)(=O)c1ccc(Cl)cc1 (configuration not stated)
→ 2%, 5%, -7%
> COc1cc2c(cc1OC)/C(=C/C(=O)c1ccccc1F)NCC2
→ -3%, 4%, -8%
> CSCCC(NC(=O)c1cccc(C)c1)C(=O)Nc1sccc1C(N)=O (configuration not stated)
→ -4%, -1%, -11%
> O=C(NCc1ncc(C(F)(F)F)cc1Cl)Nc1ccccc1
→ -1%, 8%, -4%
> O=C1c2cccc3cccc(c23)N1Cc1cccc(F)c1
→ 2%, 25%, -9%
> OCC1OC(Oc2cccc3ccccc23)C(O)C(O)C1O (configuration not stated)
→ 0%, 7%, -2%
> NC(=O)c1c(NC(=O)c2ccncc2)sc2c1CCCCCC2
→ -2%, 1%, -6%
> COc1cccc(C(=O)Nc2ccc(N3CCN(C(=O)c4cccs4)CC3)cc2)c1
→ -5%, 11%, -5%
> CC1CCN(S(=O)(=O)c2ccccc2)CC1
→ -3%, 2%, -9%
> O=C(NCc1ccc(F)cc1)C1CCN(S(=O)(=O)c2ccc(Br)s2)CC1
→ 6%, -9%, -11%
> CC(C)Oc1cccc(C(=O)C2CCCN(C(=O)CCc3cnn(C)c3)C2)c1 (configuration not stated)
→ 2%, 8%, -5%
> c1ccc2[nH]c(-c3cnco3)cc2c1
→ 1%, 10%, -11%
> CCOc1ccc(CN(C)C(=O)CCN2C(=O)c3ccccc3C2=O)cc1OC
→ 2%, 43%, -8%
> CCOC(=O)c1cnc(Cc2ccccc2)[nH]c1=O
→ -7%, 9%, -15%
> CCc1ccc(/C=C2/SC(=S)N(CCC(=O)Nc3cccnc3)C2=O)cc1
→ 2%, 17%, -1%
> COC(=O)C1=C(C)NC(C)=C(C(=O)OCC2CCCO2)C1c1cccc(Br)c1 (configuration not stated)
→ -2%, 14%, -5%
> CCC(C)[C@H]1COCCS(=O)(=O)N1Cc1ccc(Br)cc1 (some centres not stated)
→ 2%, 9%, -10%
> O=C(c1ccco1)N1CCN(S(=O)(=O)c2cccc(Cl)c2)CC1
→ -1%, 15%, -7%
> Cc1ccccc1Cn1c2ccccc2c2cnn(CC(=O)NCCCN3CCOCC3)c(=O)c21
→ 10%, -14%, -10%
> COc1ccccc1C1NC(=O)NC(C)=C1C(=O)OC1CCC(C)CC1 (configuration not stated)
→ -2%, -4%, -5%
> COc1ccccc1CCNC(C)CCc1ccc(O)cc1 (configuration not stated)
→ -4%, 1%, -13%
> CCOc1ccc(C2/C(=C(/O)c3ccc(S(=O)(=O)N4CCCCC4)cc3)C(=O)C(=O)N2CCCOC)cc1OC (configuration not stated)
→ -2%, -1%, -6%

Source: PubChem BioAssay

These rows are one share of the data. The share of hits here may be higher or lower than overall.
